Bcl-W Bim block – human Bim-Bcl-W interaction inhibition; Q92843; 190,000 tested, 0.02% active; AID 952; bead-based flow cytometry, Bim peptide-Bcl-W binding; inhibition, % at 10 µM;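 note: 0% = bound tracer without compound and 100% = peptide blocker; higher means less fluorescent Bim peptide bound to Bcl-W beads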
Target sequence (Q92843 whole entry, looked up): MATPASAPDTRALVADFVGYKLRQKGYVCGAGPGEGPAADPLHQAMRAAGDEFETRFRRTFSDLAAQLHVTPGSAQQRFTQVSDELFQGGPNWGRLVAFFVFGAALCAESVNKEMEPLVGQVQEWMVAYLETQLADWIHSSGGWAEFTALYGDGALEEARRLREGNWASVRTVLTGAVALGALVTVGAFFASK
ABCB1 inh – human ABCB1 inhibition, ABCG2 as counter-screen; CCRF-Adr cells, JC-1 efflux, flow cytometry; inhibition, % at 6.6 µM; 190,000 tested, 0.067% active; AID 1326; in the data active = inhibition above about 40%;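 note: 0% = vehicle and 100% = reference inhibitor; higher value means more JC-1 retained so stronger ABCB1 efflux block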
GSH bead fluor – compound fluoresces at 488/530 nm on GSH beads; GSH beads flow cytometry, compound fluorescence 488/530 nm; active compounds read high; fluorescence (KMESF) at 10 µM; 190,000 tested, 0.25% active; AID 1776; in the data active = fluorescence above about 89;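 note: glutathione beads carrying GST-tagged Bcl family fusion proteins plus one bare bead set; values are compound well signal with DMSO vehicle wells as background; inactives centre near 16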
Avidin bead fluor – avidin bead compound fluorescence profile; Avidin beads, compound fluorescence 488/530 nm, flow cytometry; active compounds read high; fluorescence (KMESF) at 10 µM; AID 1775; 220,000 tested, 0.38% active; in the data active = fluorescence above about 47; note: inactives centre near 10
Bim-Bcl-2 – human Bim-Bcl-2 interaction inhibition. P10415. Bead-based flow cytometry, Bim peptide-Bcl-2 binding. inhibition, % at 10 µM. 190,000 tested, 0.06% active; in the data active = inhibition above about 40%; inconclusive = no clear call, values can overlap the other calls;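 note: 0% = no compound wells with probe peptide and 100% = reference peptide inhibitor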
RGS7-Gao reg – regulators of human RGS7-Galphao interaction; P09471; Multiplexed bead flow cytometry, RGS7-Galphao binding; actives lie on both sides; binding response (% of control), % at 10 µM; 220,000 tested, 0.35% active; AID 1439; in the data active = binding response below about 49% or above about 150%; inconclusive = no clear call, values can overlap the other calls; inactive = in between;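 note: fluorescent Galphao held in activated GDP-AlF4 state binding bead-coupled RGS7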
Bim-Bcl-XL – human Bim-Bcl-XL interaction inhibition; Q07817; Bim peptide-Bcl-XL binding, bead flow cytometry, fluorescence; inhibition, % at 10 µM; 190,000 tested, 0.04% active; AID 1007
Target sequence (Q07817 whole entry, looked up): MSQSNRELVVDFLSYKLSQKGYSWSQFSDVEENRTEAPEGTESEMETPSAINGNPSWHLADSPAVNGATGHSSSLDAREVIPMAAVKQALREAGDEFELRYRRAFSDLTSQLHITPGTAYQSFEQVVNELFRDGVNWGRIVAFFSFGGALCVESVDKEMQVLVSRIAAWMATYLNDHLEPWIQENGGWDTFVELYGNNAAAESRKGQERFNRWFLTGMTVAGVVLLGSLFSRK
Bcl-B Bim block – disrupts Bim peptide binding to human Bcl-B. bead-based flow cytometry. inhibition, % at 10 µM. 190,000 tested, 0.073% active. AID 951;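 note: 0% = tracer peptide without compound and 100% = reference inhibitor peptide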
ABCG2 inh – blocks JC-1 efflux by human ABCG2 transporter | 190,000 tested, 0.1% active | IgMXP3 cells, flow cytometry | inhibition, % at 6.6 µM;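 active = inhibition above 80%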;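 note: 0% = DMSO and 100% = nicardipine control wells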
Target sequence (Q9UNQ0 whole entry, looked up): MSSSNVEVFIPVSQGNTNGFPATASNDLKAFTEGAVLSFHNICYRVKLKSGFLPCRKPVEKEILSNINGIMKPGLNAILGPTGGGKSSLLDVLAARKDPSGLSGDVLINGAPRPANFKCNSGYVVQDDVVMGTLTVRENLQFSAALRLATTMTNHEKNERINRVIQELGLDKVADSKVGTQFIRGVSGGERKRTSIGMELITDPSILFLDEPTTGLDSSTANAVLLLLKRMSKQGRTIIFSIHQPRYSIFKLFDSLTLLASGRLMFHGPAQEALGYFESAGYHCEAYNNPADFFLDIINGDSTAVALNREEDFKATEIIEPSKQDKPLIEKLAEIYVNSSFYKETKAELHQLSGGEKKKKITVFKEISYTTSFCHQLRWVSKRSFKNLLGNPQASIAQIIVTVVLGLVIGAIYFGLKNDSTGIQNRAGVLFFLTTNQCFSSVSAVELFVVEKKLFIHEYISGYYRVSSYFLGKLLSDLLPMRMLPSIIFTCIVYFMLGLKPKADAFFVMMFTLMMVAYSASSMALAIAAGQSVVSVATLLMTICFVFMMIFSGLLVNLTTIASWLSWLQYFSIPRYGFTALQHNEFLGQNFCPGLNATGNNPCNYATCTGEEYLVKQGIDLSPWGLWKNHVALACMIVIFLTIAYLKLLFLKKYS
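Assay system – ABCG2 IgMXP3 and barcoded ABCB1 CCRF-Adr cell mix · Input – 3 million cells/mL in well · Reagent – JC-1 fluorescent substrate · Compound – single test compound dose, 6.6 µM final · Timing – 10 min exposure at 25 °C with rotation, no wash · Detection – flow cytometry of retained JC-1 fluorescence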
RGS4-Gao reg – modulates binding of RGS4 to human Galphao | P09471 | Multiplexed bead flow cytometry; actives lie on both sides | binding response (% of control), % at 10 µM | 220,000 tested, 0.33% active | AID 1415; in the data active = binding response below about 49% or above about 150%; inactive = in between;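 note: fluorescent Galphao activated with aluminum fluoride binding bead-coupled RGS4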
Bfl-1 Bim block – inhibitors of Bim-Bfl-1 interaction, human; Q16548; Bead-based flow cytometry, Bim-Bfl-1 binding inhibition; inhibition, % at 10 µM; 190,000 tested, 0.12% active; AID 1008;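 note: 0% = wells without compound plus tracer and 100% = blocker peptide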
An asterisk follows results filed as active; ? = inconclusive; / = no result given. Cut-off read from the data, not from the text of the source, unless noted: active = inhibition above about 40%.

SMILES	Bcl-W Bim block	ABCB1 inh	GSH bead fluor	Avidin bead fluor	Bim-Bcl-2	RGS7-Gao reg	Bim-Bcl-XL	Bcl-B Bim block	ABCG2 inh	RGS4-Gao reg	Bfl-1 Bim block
C/C(=N\NC(=O)c1ccc(-c2ccccc2)cc1)c1cccc(N)c1	4.0	-0.5	49	7	-2.0	109.3	3.0	3.0	-0.6	104.6	1.0
Cc1cc(C)c2c(N)c(C(=O)NN3CC(=O)N(c4ccccc4F)CC3=O)sc2n1	-1.0	0.8	35	14	-7.0	97.8	-8.0	-8.0	21.5	101.7	-18.0
Cc1ccsc1C(=O)Nc1ccccc1N1CCOCC1	2.0	/	17	4	0.0	98.2	1.0	-8.0	/	101.2	-12.0
N#Cc1cccc(NC(=O)COC(=O)c2ccc3c(=O)n4c(nc3c2)CCC4)c1	-1.0	-0.4	16	11	-4.0	98.7	-2.0	-2.0	-0.3	99.8	-6.0
CCCc1noc(-c2cccc([N+](=O)[O-])c2)n1	-3.0	0.2	9	2	1.0	86.6	0.0	4.0	2.2	95.6	-3.0
COC(=O)C1=C(O)CSC1=Nc1ccc(C)cc1	-2.0	0.1	10	8	-4.0	97.8	-4.0	-4.0	4.1	86.6	-11.0
COCCNC(=O)CSc1nc2cc3c(cc2c(=O)n1CCCC(=O)NCCc1ccc(OC)c(OC)c1)OCO3	0.0	0.9	19	12	3.0	104.8	-3.0	2.0	0.4	100.2	5.0
COC(=O)CN1C(=O)C2(OCCCO2)c2ccccc21	0.0	1.3	24	14	0.0	100.2	0.0	2.0	3.2	101.8	0.0
Cc1ccc(-c2csc3ncn(/N=C/N(C)C)c(=O)c23)o1	-6.0	0.5	16	37	-3.0	102.8	-8.0	-1.0	2.9	101.0	-2.0
CCCCc1cc(=O)oc2cc(C)cc(OCC(=O)O)c12	2.0	0.0	12	13	-2.0	92.0	-1.0	-5.0	0.4	94.2	-7.0
O=c1c2cnn(-c3ccccc3)c2nnn1/N=C/c1cccnc1	0.0	0.0	22	5	0.0	103.3	-2.0	-2.0	0.8	100.3	-9.0
N#Cc1cc(Oc2ccc3ccccc3c2)c(-n2nnc3ccccc32)cc1C#N	0.0	0.0	58	7	-10.0	97.7	3.0	-8.0	-0.7	100.3	-12.0
CCCCN(C)CCNC(=O)Cn1c(=O)sc2ccccc21	-3.0	-2.1	21	7	-7.0	96.8	-4.0	-8.0	-3.3	100.8	-11.0
CCOc1ccc(-c2ccc(SCC(=O)N3CCN(c4ccccc4)CC3)nn2)cc1	-6.0	-0.1	19	11	-9.0	109.2	-10.0	-6.0	0.1	106.0	-8.0
Cc1cc(OCC(=O)Nn2cnnc2)c(C)cc1Br	2.0	0.2	7	10	-3.0	102.1	2.0	-2.0	0.9	102.3	-4.0
O=[N+]([O-])c1ccc(Sc2ccc(Cl)c(Cl)c2)nc1	0.0	0.4	9	22	-3.0	103.5	-5.0	-2.0	1.1	100.2	-4.0
O=C(COc1ccccc1)Nc1ccccc1Oc1ccccc1	0.0	0.4	7	3	2.0	97.6	-1.0	-2.0	13.2	98.4	0.0
Cc1cc(SCCC(=O)O)nc2c(C)cccc12	-3.0	0.2	27	15	-12.0	98.0	-10.0	-9.0	13.5	100.3	-17.0
COc1ccc(-c2nn(-c3ccccc3)cc2CO)cc1	1.0	0.6	22	26	-6.0	102.6	0.0	-6.0	1.8	100.6	-12.0
CCS(=O)(=O)Nc1cccc(-c2ccc3nnc(C)n3n2)c1	-1.0	-0.3	8	24	0.0	107.0	-1.0	-5.0	1.3	106.2	-8.0

In another format: results already given
Structure,Bcl-W Bim block,ABCB1 inh,GSH bead fluor,Avidin bead fluor,Bim-Bcl-2,RGS7-Gao reg,Bim-Bcl-XL,Bcl-B Bim block,ABCG2 inh,RGS4-Gao reg,Bfl-1 Bim block
O=c1c2cnn(-c3ccccc3)c2nnn1/N=C/c1cccnc1,0.0,0.0,22,5,0.0,103.3,-2.0,-2.0,0.8,100.3,-9.0
N#Cc1cc(Oc2ccc3ccccc3c2)c(-n2nnc3ccccc32)cc1C#N,0.0,0.0,58,7,-10.0,97.7,3.0,-8.0,-0.7,100.3,-12.0
CCCCN(C)CCNC(=O)Cn1c(=O)sc2ccccc21,-3.0,-2.1,21,7,-7.0,96.8,-4.0,-8.0,-3.3,100.8,-11.0

Following part:
SMILES	Bcl-W Bim block	ABCB1 inh	GSH bead fluor	Avidin bead fluor	Bim-Bcl-2	RGS7-Gao reg	Bim-Bcl-XL	Bcl-B Bim block	ABCG2 inh	RGS4-Gao reg	Bfl-1 Bim block
CCN(CC)S(=O)(=O)c1cccc(NC(=O)CN(C)C2CCCCC2)c1	-4.0	0.3	10	20	-4.0	102.9	-3.0	-3.0	0.2	98.1	-6.0
COc1ccc(OC)c2sc(NNC(=O)C3COc4ccccc4O3)nc12 (stereo unspecified)	-4.0	0.8	12	10	-1.0	103.9	-1.0	-9.0	2.0	101.4	-4.0
Cc1ccc(C)c(NC(=S)c2nc3ccccc3s2)c1	-8.0	-0.2	9	14	-4.0	107.5	-8.0	-14.0	1.7	99.0	0.0
CCN(CC)CCCN(Cc1cc2cc3c(cc2[nH]c1=O)OCO3)C(=S)Nc1ccccc1OC	-5.0	0.1	52	10	-5.0	102.7	-5.0	-6.0	0.9	102.4	-3.0
CCN(CCNC(=O)C1CCN(S(=O)(=O)c2c(C)noc2C)CC1)c1ccccc1	-2.0	0.8	11	7	-2.0	110.4	-2.0	3.0	5.4	106.9	0.0
CCOC(=O)N1CCc2c(sc3c2c(=O)n(Cc2ccccc2)c(=O)n3CC(=O)NCCOC)C1	3.0	1.6	8	21	9.0	95.0	1.0	4.0	5.5	97.8	5.0
COc1cc2c(cc1O)CC[C@@H]1[C@@H]2CC[C@]2(C)[C@@H](O)CC[C@@H]12	-2.0	/	68	5	2.0	96.0	0.0	1.0	4.7	95.2	-1.0
CNC(=S)Nc1cccc(Cl)c1C	0.0	-0.1	15	9	-9.0	?	-4.0	-8.0	-3.3	99.5	-8.0
Cc1ccc(C2CC(=O)NC3=C2C(=O)CCC3)cc1Br (stereo unspecified)	2.0	0.9	10	29	0.0	96.3	-1.0	-6.0	5.1	100.7	-6.0
Cc1cc(/C=N/O)c(C)n1-c1ccccc1	-1.0	0.8	8	17	-15.0	97.6	-4.0	-5.0	6.3	97.2	-14.0
CC(NC(=S)Nc1ccc(F)cc1)C(c1cccs1)N1CCOCC1 (stereo unspecified)	-2.0	0.5	18	5	-1.0	108.9	-2.0	-4.0	0.7	98.3	-3.0
COc1ccc(CNC(=O)c2ccc(C)o2)cc1	-1.0	-0.1	15	5	5.0	99.5	0.0	-1.0	-0.5	96.8	0.0
CNC(=O)CSc1nnc(C(C)C)n1C	-2.0	0.4	10	10	-1.0	?	0.0	-1.0	1.2	109.2	-4.0
CN(C)S(=O)(=O)Oc1ccsc1C(=O)Nc1ccccc1Cl	1.0	0.1	14	8	-9.0	103.2	-5.0	-12.0	1.4	101.7	-7.0
COC(=O)c1ccccc1NC(=O)Cn1ccnc1	0.0	0.2	25	16	-9.0	99.7	-3.0	-5.0	2.6	98.7	-13.0
COc1ccccc1NC(=O)COC(=O)/C=C/c1ccccc1[N+](=O)[O-]	-7.0	0.2	18	4	-5.0	98.0	-15.0	-8.0	0.0	100.5	0.0
CC(=O)Oc1ccc2c(=O)c(Oc3ccccc3)c(C)oc2c1OC(C)=O	0.0	-0.8	21	3	-5.0	42.6*	0.0	0.0	-5.6	48.8*	-2.0
COc1cc([N+](=O)[O-])ccc1NC(=O)CCCOc1ccc(C)cc1	-2.0	0.2	12	17	-2.0	103.4	-4.0	-4.0	0.6	105.0	-2.0
COc1cccc(C2C3=C(N=C4SCC(=O)N42)c2ccccc2CC3)c1OC (stereo unspecified)	-2.0	0.1	31	5	-9.0	101.3	-9.0	-8.0	-0.6	98.0	-9.0
N#C/C(=C/c1cn(CC(=O)O)c2ccccc12)c1ccc(F)cc1	-4.0	-0.4	10	6	-4.0	99.3	-5.0	-2.0	-1.1	97.3	-6.0
Cc1ccc(/C(C#N)=C\c2ccc(N3CCOCC3)o2)cc1	-1.0	0.3	16	15	-2.0	103.9	-3.0	-7.0	1.5	103.6	13.0
COc1ccccc1-n1c(SCC(=O)N2CCOCC2)nc2cccnc21	0.0	-0.7	9	8	1.0	?	0.0	0.0	-1.2	98.9	4.0
N#Cc1nc(-c2ccc(OCc3ccccc3Cl)cc2)oc1NCCCn1ccnc1	-2.0	0.1	33	7	-6.0	95.7	-7.0	-6.0	1.3	91.8	-2.0
CC(C)(C)n1nc2c(c1NC(=O)COc1ccc3ccccc3c1)CS(=O)C2 (stereo unspecified)	0.0	0.3	19	6	-2.0	96.0	-2.0	-5.0	1.1	102.2	-12.0
Cc1ccccc1NC(=O)CCn1c(=O)oc2ccccc21	-5.0	0.8	16	25	-5.0	100.8	-7.0	-9.0	4.1	101.8	-7.0
O=C(Nc1nnc(-c2ccco2)s1)C1CCN(S(=O)(=O)c2ccc(Cl)cc2)CC1	1.0	0.5	35	8	2.0	98.4	1.0	5.0	14.5	95.7	5.0
O=C(CCSc1nc(-c2ccco2)cc(C(F)(F)F)n1)NCC1CCCO1 (stereo unspecified)	-1.0	1.0	27	11	-1.0	96.8	-1.0	-6.0	8.9	95.9	5.0
CC(=O)CCCCn1cnc2c1c(=O)n(C)c(=O)n2C	0.0	/	66	8	-5.0	104.3	1.0	-3.0	3.5	103.8	0.0
COCCn1c(SCc2nc3ccccc3s2)nc2ccccc21	-3.0	1.0	52	11	-1.0	100.5	-3.0	0.0	8.7	97.1	-3.0
CC(=O)c1ccc(N2Cc3ccccc3C2=NC(=O)c2cccs2)cc1	-4.0	0.4	14	5	-8.0	92.2	-6.0	-8.0	1.1	97.4	-12.0
Cc1cccc(COc2ccccc2/C=N/Nc2ccc([N+](=O)[O-])cc2)c1	4.0	0.1	18	6	-2.0	86.4	0.0	0.0	0.5	92.2	-12.0
O=C(C1CCN(C2CCN(C/C=C/c3ccccc3)CC2)CC1)N1CCOCC1	-1.0	0.9	19	6	0.0	93.7	1.0	-5.0	13.1	90.7	-5.0
Cc1cc(=O)oc2ccc(OC(C)C(=O)O)cc12 (stereo unspecified)	0.0	1.4	5	2	0.0	98.9	-1.0	-5.0	1.4	99.0	1.0
CCCc1nn(-c2cc(Cl)ccc2OC)c2c1C(=O)CCC2	0.0	2.1	22	6	-8.0	96.9	-3.0	-9.0	5.8	95.8	-10.0
Nc1c(C(=O)Nn2cnnc2)cc([N+](=O)[O-])cc1[N+](=O)[O-]	-7.0	0.0	12	18	-3.0	90.7	-9.0	-5.0	8.2	90.4	1.0
CCOC1=NN(c2ccccc2)C(=O)/C1=C\N(C)C	0.0	0.0	10	10	-4.0	95.3	-1.0	-3.0	2.6	98.9	-3.0
CNC(=S)Nc1ccc(Br)cc1	-7.0	0.1	11	14	-12.0	99.6	-13.0	-17.0	2.1	99.8	-13.0
O=C1c2cccnc2C(Nc2cccc(F)c2)N1Cc1ccco1 (stereo unspecified)	0.0	0.2	11	8	0.0	?	-3.0	-6.0	0.6	103.0	-4.0
CCCCNC(=O)CSc1nc(CCC)nc2ccccc12	1.0	1.0	20	6	1.0	100.9	0.0	0.0	7.0	102.0	-4.0

Screening results as filed in PubChem BioAssay.
